ALOX12 inh = Primary qHTS assay for inhibitors of human arachidonate 12S-lipoxygenase (ALOX12): Round 2; Polyunsaturated fatty acid lipoxygenase ALOX12 (Homo sapiens), P18054; purified 12hLO, xylenol orange hydroperoxide absorbance; AID 1671190, 2021; 580,000 compounds, 1.1% hits; Potency, µM (top dose mostly 108 µM), inactives show at the top dose activity change, negative = inhibition, usual class: inhibitors; active means well fitted inhibition curve with a large enough effect; inconclusive means small, poorly fitted or top-dose-only effect, or another doubt; inactive means no such curve, though single readings can be large or run the other way
Target sequence (P18054 whole entry, looked up): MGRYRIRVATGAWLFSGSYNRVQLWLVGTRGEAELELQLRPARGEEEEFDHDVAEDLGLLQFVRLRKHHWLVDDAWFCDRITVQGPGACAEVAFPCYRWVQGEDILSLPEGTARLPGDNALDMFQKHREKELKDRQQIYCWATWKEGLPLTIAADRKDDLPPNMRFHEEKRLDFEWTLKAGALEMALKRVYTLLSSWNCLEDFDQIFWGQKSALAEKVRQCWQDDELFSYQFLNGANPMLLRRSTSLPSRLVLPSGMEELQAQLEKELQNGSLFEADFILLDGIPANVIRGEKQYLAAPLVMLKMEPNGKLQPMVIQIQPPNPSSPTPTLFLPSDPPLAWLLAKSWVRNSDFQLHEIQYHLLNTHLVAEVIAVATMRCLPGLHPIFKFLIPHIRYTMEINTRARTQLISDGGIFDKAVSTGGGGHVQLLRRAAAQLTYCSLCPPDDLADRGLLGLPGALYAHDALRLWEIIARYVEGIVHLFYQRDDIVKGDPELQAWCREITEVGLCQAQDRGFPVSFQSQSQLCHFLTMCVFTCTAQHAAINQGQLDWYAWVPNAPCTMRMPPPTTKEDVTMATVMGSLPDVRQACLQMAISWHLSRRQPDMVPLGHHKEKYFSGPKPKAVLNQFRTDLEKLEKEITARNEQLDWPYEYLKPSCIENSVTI
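Hydroperoxide product was detected by ferrous iron/xylenol orange as the 573 to 405 nm absorbance ratio. Arachidonic acid at 40 uM (final) was turned over for 30 min at room temperature by 150 nM human 12hLO, pH 7.0 Hepes buffer, after 15 min compound preincubation.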
Active calls of the source: *; i = inactive; ? = inconclusive; & = joins results of further samples; [ ] = dose if it differs, or a comment. On the % scale 0 is the no-effect control and ±100 the full control effect; potency means the concentration at half of the fitted maximal effect. Not all compounds are listed. The share of hits here may be higher or lower than overall.

The first 4 records, ahead of the listing:
ALOX12 inh,SMILES
?,Fc1ccc(N2CCCN(CC3[C@H]4CNC[C@@H]34)CC2)cc1 (stereo partly drawn)
42.6%[activator],CN(CCOc1ccc(Cl)cc1)Cc1nc(N)nc(N)n1
45.3%[activator],COc1ccc(CNC(=O)C2CCN(C(=O)c3ncn4c3COC(c3ccc(C)cc3)C4)CC2)cc1 (stereo not drawn)
0.0%,Cc1sc(NC(=O)CN2CCCCC2)nc1-c1ccccc1

Main list, previewed entries included:
ALOX12 inh,SMILES
?,Fc1ccc(N2CCCN(CC3[C@H]4CNC[C@@H]34)CC2)cc1 (stereo partly drawn)
42.6%[activator],CN(CCOc1ccc(Cl)cc1)Cc1nc(N)nc(N)n1
45.3%[activator],COc1ccc(CNC(=O)C2CCN(C(=O)c3ncn4c3COC(c3ccc(C)cc3)C4)CC2)cc1 (stereo not drawn)
0.0%,Cc1sc(NC(=O)CN2CCCCC2)nc1-c1ccccc1
?,CN1CCN(c2ncnc3ccc(-c4cccc(C#N)c4)cc23)CC1
15.2%[6.33 µM],O=C1NCc2ccccc2CC12CCCN2CC1=CCCCC1 (stereo not drawn)
-24.9%,Cc1cc(C(=O)NCc2nnc3n2CCN(Cc2ccc4c(c2)Cc2ccccc2-4)CC3)c(C)o1
69.4%[activator],Cc1nc2cc(C(=O)N3CCN(c4ccccc4C#N)C(=O)C3)ccc2s1
31.3%,O=C(O)CCC1CCCN(S(=O)(=O)c2ccccc2)C1 (stereo not drawn)
93.7%[activator],COc1ncc2nc(-c3ccc(Cl)cc3)c(=O)n(-c3ccccc3)c2n1
1.8%,Cc1ccc(C(CNC(=O)c2cc(-c3ccc4c(c3)OCCO4)on2)N2CCN(C)CC2)o1 (stereo not drawn)
-12.3%,O=C1[C@@H]2C[C@@H](CN2C(=O)c2ccc(C(F)(F)F)cc2)Oc2ccccc2N1Cc1ccccc1

Remaining list, next part
ALOX12 inh,SMILES
-33.4%,CN(C)c1ccc(C(=O)/C=C/c2cccs2)cc1
-7.7%,Cc1ccc(-c2nc(S(=O)(=O)c3ccccc3)c(N(C)C)o2)cc1
0.9%,CC1=CC2C3C(=O)N(c4ccccc4)C(=O)C3C1C(=O)C2(O)C(C)C (stereo not drawn)
33.0%[activator],O=C(Nc1nc(-c2cccc3ccccc23)cs1)c1ccccn1
?,CN1CC(=O)N(C2CCNC2)Cc2c(NC3CCCC3)ncnc21 (stereo not drawn)
5.4%,Cc1ccc(S(=O)(=O)Cc2noc([C@@H]3C[C@@H](O)CN3Cc3ccc(C(F)(F)F)cc3)n2)cc1
1.4%,CC1(C)CN(C(=O)c2ccccc2N2CCC(=O)NC2=O)CC[C@]1(C)O
22.5%,Cc1nnc2n1C(C)CN(C(=O)CCCn1cnc3ccccc3c1=O)C2 (stereo not drawn)
2.8%[12.5 µM],COc1ccccc1-c1cc(C(=O)N(C)C)nn2cccc12
39.8%[activator],Cc1cc(N/N=C/c2cccnc2)nc(NCc2ccccc2)n1
?,Cc1cc2oc(C(=O)NCC(c3cccs3)N3CCCC3)cc(=O)c2cc1Cl (stereo not drawn)
-7.9%,O=C(Cn1nc(-c2ccccc2F)ccc1=O)NCc1cccnc1

Some of the entries so far, bar-delimited:
Compound | ALOX12 inh
CC1=CC2C3C(=O)N(c4ccccc4)C(=O)C3C1C(=O)C2(O)C(C)C (stereo not drawn) | 0.9%
O=C(Nc1nc(-c2cccc3ccccc23)cs1)c1ccccn1 | 33.0%[activator]
CN1CC(=O)N(C2CCNC2)Cc2c(NC3CCCC3)ncnc21 (stereo not drawn) | ?
Cc1ccc(S(=O)(=O)Cc2noc([C@@H]3C[C@@H](O)CN3Cc3ccc(C(F)(F)F)cc3)n2)cc1 | 5.4%
CC1(C)CN(C(=O)c2ccccc2N2CCC(=O)NC2=O)CC[C@]1(C)O | 1.4%
Cc1nnc2n1C(C)CN(C(=O)CCCn1cnc3ccccc3c1=O)C2 (stereo not drawn) | 22.5%
COc1ccccc1-c1cc(C(=O)N(C)C)nn2cccc12 | 2.8%[12.5 µM]

Further records follow:
ALOX12 inh,SMILES
?,COc1ccc(NC(=O)Cc2c(C)c3ccc(O)cc3oc2=O)cc1OC
-13.0%,COc1cccc(NC(=O)N2CCN(c3nc(C)cc(Nc4ccc(C)cc4)n3)CC2)c1
-16.5%,C/C=C/C=C/C(=O)OCC(=O)c1ccc2c(c1)OCO2
39.0%,CC(C)n1nc(C(=O)N2CCSCC2)c2ccccc2c1=O
49.4%,COc1ccc(NC(=O)NC[C@H]2O[C@H](Cc3cc(-c4cccc(O)c4)on3)CC[C@@H]2O)cc1
43.7%[activator],CCNC(=O)N1CCC(Oc2ncccc2C(=O)N(C)C)C1 (stereo not drawn)
?,COc1ccccc1CNc1ncnc2c1CN(C1CCCNC1)C(=O)CN2C (stereo not drawn)
19.7%,COC(=O)CCCNC(=O)[C@@H]1[C@@H](NC(=O)NC2CCCCC2)CCN1C(=O)CC(C)(C)C
0.2%,O=C(NCC(c1cccs1)N1CCCCC1)c1cc(=O)c2ccc(Br)cc2o1 (stereo not drawn)
-7.1%,COc1ccc(F)cc1C(=O)/C=C/c1ccc(C#N)cc1
1.2%,Cc1cccc(OC2(C(=O)O)CCN(c3cncc(C(N)=O)n3)CC2)c1
13.2%,COc1ccc(OC)c(NC(=O)Cn2nc3ccc(SC4CCCCC4)nn3c2=O)c1

(more compounds)
ALOX12 inh,SMILES
-10.5%,NC(=O)[C@H](CC1CCCCC1)NC(=O)[C@@H]1CN(C(=O)Nc2ccccc2)CCN1C(=O)C1CCCCC1
27.5%,Cc1ccc(-c2cc(N3CCCN(C(=O)COc4ccccc4)CC3)n[nH]2)cc1C
22.5%,CC(=O)N1CCC(C(=O)NCc2ccccc2)(N(C(=O)c2ccc(C)cc2)c2cccc(C)c2)CC1
-21.7%,COc1cccc(NC(=O)N[C@H]2C[C@@H](C(=O)N(C)CC(N)=O)N(C(=O)c3cnccn3)C2)c1
18.7%,Cc1ccc(CN2CCC3(CCCO3)CCC2=O)c2ccccc12 (stereo not drawn)
-12.4%[176 µM],CCN(CC)C(=O)[C@@H]1CCC[C@@H](NCc2cnn(C)c2)CN(C)C(=O)C1
7.5%,Cc1ccc(-c2c(C(N)=O)c(C)nc3sc4c(c23)CCCC4)cc1
23.9%,N#CC1(NC(=O)c2csc(-c3cccc(Cl)c3)n2)CCC1
22.1%,C[C@@H]1CN([C@@H](C)CO)C(=O)CCCn2cc(nn2)CO[C@H]1CN(C)C(=O)c1ccccc1
47.1%[176 µM],Cc1ccc(C(=O)NC[C@H]2O[C@@H](CC(=O)NCCN3CCOCC3)[C@H](O)[C@@H]2O)cc1
-4.3%,Cc1cccc(C(=O)NC(c2cccnc2)c2ccc(C)c(C)c2)c1 (stereo not drawn)
16.8%,Cc1cc(C(=O)NCC(=O)N2CCCCCNC(=O)CC2c2ccccc2)nn1C (stereo not drawn)

Remaining list, next part.
ALOX12 inh,SMILES
63.8%[activator][176 µM],COc1cccc(C(=O)N2CCOC[C@H](Oc3cccnc3)C2)c1
13.6%,O=C(Nc1cccc(-c2nc3cc(Cl)ccc3o2)c1)c1ccccc1F
119.6%[activator],Fc1ccc(-c2cn3cc(Br)ccc3n2)cc1F
18.2%,COc1ccc2c(=O)c(Oc3ccc(C)cc3)c(C(F)(F)F)oc2c1
-2.4%,O=C(NCc1nnc2ccc(-c3ccc(Cl)cc3)nn12)c1ccco1
22.0%,Cc1cnc(CCNC(=O)C2CCCC2)n1Cc1ccc(F)cc1
22.9%,CNC(=O)[C@@H]1C[C@@H](n2cc(CNC(=O)Nc3cc(C)ccc3C)nn2)CN1
10.0%,CCCNC(=O)c1cc(-c2ccc(F)cc2)cn1C
29.8%,CC(C)OC(=O)CC1NCCNC1=O (stereo not drawn)
-0.8%[12.5 µM],CNC(=O)c1cn2c(n1)CN([S+](C)(=O)[O-])CC2
?,CNC(=O)CC1Sc2ccccc2NC1=O (stereo not drawn)
41.0%[activator][176 µM],CC[C@H]1CN(S(=O)(=O)c2c(C)noc2C)CC[C@H]1CC(=O)NCCSC

Other compounds follow:
ALOX12 inh,SMILES
36.1%[activator],CCCN1CCN(C(=O)C2(c3ccc(NC(=O)C(C)C)cc3)CCCCC2)CC1
55.4%[activator],O=C(c1cccc2nccnc12)N1CCOC(C(F)(F)F)C1 (stereo not drawn)
?,COc1cc(/C=C/C(=O)c2sc(C(C)(C)C)nc2C)cc(OC)c1O
4.7%,O=C(NCc1ccc(Cl)cc1)C1CC(=O)N(c2n[nH]c3cccc(F)c23)C1 (stereo not drawn)
-8.1%,O=C(NC1CCN(C(=O)N2CC3CC(C2)[C@H]2CCCC(=O)N2C3)CC1)C1CC1 (stereo partly drawn)
?,O=C(Cn1nc(C(=O)O)c2ccccc2c1=O)Nc1ccccc1
-10.6%,CCC(=O)c1ccc(OC(=O)c2cc3ccccc3oc2=O)cc1
9.8%,Cn1cc(CC(=O)N2CCCc3ncc(C(=O)NCCOc4ccccc4)cc32)c2ccccc21
-18.3%,CCC(C)NC(=O)c1cc(C(C)C)nc2c1cnn2C(C)C (stereo not drawn)
?,O=C(NNC(=S)Nc1ccccc1)C(c1ccccc1)c1ccccc1
-3.0%,CCc1ccc(NC(=O)Cn2c(C)ccc(NS(=O)(=O)c3ccc(C)cc3)c2=O)cc1
29.4%,COc1ccc(CCNC(=O)C2Cn3cccc3C(=O)N2C)cc1OC (stereo not drawn)

Next results.
ALOX12 inh,SMILES
9.3%,CCNC(=O)N(C)Cc1nc(-c2ccc(OC)cc2)no1
-6.6%[57.4 µM],COC(=O)N1CCC2(CC1)CCN(c1ccccc1)CC2
-12.9%,CCc1ccc(NS(=O)(=O)c2ccc3c(c2)C(C)(C)C(=O)N3)cc1
14.7%[176 µM],Cc1noc(C)c1-c1cc2c(cc(C)n2C)c(Nc2ccncn2)n1
?,Cc1ccc(CSCC(=O)OCC(=O)c2ccc(-c3ccccc3)cc2)cc1
11.7%,c1ccc(-c2nc(C34CC5CCC(CC(C5)C3)C4)cs2)cc1
3.9%[176 µM],Cc1ccc2nc(CO[C@H]3CN(Cc4ccc(C(=O)O)cc4)C[C@H]3F)[nH]c2c1
41.6%[activator],COc1ccc(-c2ccc3nnc(CNC(=O)c4ccc(C)cc4C)n3n2)cc1
23.5%&-2.1%[176 µM],O=C(NCC(F)(F)F)c1cc(Br)cn2ccnc12
27.8%,CCOC(=O)C1CCCN(C(=O)CN2C(=O)COc3ccc(S(=O)(=O)N4CCCCC4)cc32)C1 (stereo not drawn)
-8.9%,COC(=O)c1cccc(NC(=O)c2cnc(-c3ccc(F)cc3)nc2-c2ccncc2)c1
33.8%[activator],COc1ccc(CCC(=O)NCC(=O)N2CCCCCNC(=O)CC2c2ccccc2)cc1 (stereo not drawn)

Continuation.
ALOX12 inh,SMILES
82.4%[activator],CCn1nc(C)cc1S(=O)(=O)N[C@H]1[C@H]2CCO[C@H]2[C@@H]1N1CCCCC1
-12.9%[176 µM],Cc1ccc2nc(CO[C@H]3CN(Cc4ccc(S(C)(=O)=O)cc4)C[C@H]3F)[nH]c2c1
?,C=CCN1CCN(C(=O)c2nnn3cc(-c4ccccc4)[nH]c(=O)c23)CC1
3.1%,O=C(OCc1ccc(F)cc1)c1ccc(C2Nc3ccccc3S(=O)(=O)N2)cc1 (stereo not drawn)
-0.3%,CCN(CC)C(=O)C(C)[C@@H]1CC[C@@]2(C)Cc3sc(NC(=O)C4CC4)nc3[C@@H](C)[C@@H]2[C@H]1O (stereo partly drawn)
-29.5%[176 µM],O=C1COCC2(CN(Cc3cc(F)ccc3F)C2)CN1Cc1ccccc1
-1.8%,N#Cc1ccc(NCCNC(=O)Nc2ccccc2)nc1
7.6%,CN(C)CCNC(=O)c1nc(-c2cccc3[nH]ccc23)no1
4.8%[176 µM],Nc1ncccc1CN1CC[C@@H]2OCC(=O)N(c3ccccc3)[C@H]2CC1
3.0%,N#Cc1cccc(NC(=O)Cn2nc3n(c2=O)CCCC3)c1
?,O=C(O)CCC(=O)Nc1ccc(S(=O)(=O)NCC(=O)c2ccccc2)cc1
34.7%,C=CCn1c(SCC)nc2c1c(=O)[nH]c(=O)n2C

(continued)
ALOX12 inh,SMILES
37.7%[activator],Cc1nc2scc(CC(=O)N3CCCC3)n2c(=O)c1-c1cc(C)n(-c2ccc(C(C)C)cc2)n1
23.6%,Cc1ccsc1CN(C)C(=O)Cn1c(=O)c2c(ncn2C2CCCC2)n(Cc2ccccc2)c1=O
25.5%,O=C(OCc1ncc(-c2ccccc2)o1)c1c(F)cccc1Cl
-14.4%,CC(C)c1noc(-c2cn(C3CCCN(C(=O)c4ccc(F)cc4Cl)C3)nn2)n1 (stereo not drawn)
21.4%,COc1cccc(Oc2coc3cc(OC)ccc3c2=O)c1
78.5%[activator][176 µM],Cc1nc2c(c(-c3ccc(O)cc3)n1)CN(Cc1ccccn1)CC2
1.9%,O=C(c1ccc2ccccc2c1)N(Cc1ccccc1)C1CC1
i,Cc1occc1C(=O)N/N=C/c1ccc(-c2cccc([N+](=O)[O-])c2)o1
-2.8%,Cc1c(C(=O)N(C)c2ccccc2)nnn1-c1cccc(Cl)c1
-1.5%,CN1CCC(N(C)CC2CCCN(CCc3ccc(F)cc3)C2)CC1 (stereo not drawn)
-73.4%,COc1cccc(-c2nc3c(c(=O)[nH]c(=O)n3Cc3ccccc3)n2CC2CCCO2)c1 (stereo not drawn)
?,O=C(Cc1n[nH]c(=O)c2ccccc12)NCc1ccc(OC(F)F)cc1

New compounds follow:
ALOX12 inh,SMILES
?,OC(CNCc1cccc(Oc2nnnn2-c2ccccc2)c1)c1ccccc1 (stereo not drawn)
2.5%,CCn1nccc1C(=O)N1C[C@@H](Oc2ccccc2)C[C@H]1C(=O)N1CCOCC1
14.1%,CN1C(=O)CC(C(=O)O)C12CCN(Cc1cnc3c(C(=O)O)cnn3c1)CC2 (stereo not drawn)
-0.1%[176 µM],O=C1Cc2c(-c3ccc4c(c3)OCO4)n[nH]c2CN1Cc1ccccn1
